Compound activity as filed in PubChem BioAssay.
Growth percent in the NCI-60 one-dose screen (48 h, 10 µM unless noted): 100 = growth as untreated, 0 = no growth, -100 = all killed.
LOX IMVI = LOX IMVI melanoma; 7.4% of 79,000 active; AID 1794757
SK-MEL-2 = SK-MEL-2 melanoma | 4.7% of 77,000 active
MCF7 = MCF7 breast cancer. 6.3% of 82,000 active
MALME-3M = MALME-3M melanoma; 5.8% of 78,000 active
T-47D = T-47D breast cancer; 5% of 79,000 active; AID 1794792
MDA-MB-231 = MDA-MB-231 breast cancer. 5% of 81,000 active
HS 578T = HS 578T breast cancer | 4.1% of 78,000 active | AID 1794788
BT-549 = BT-549 breast cancer. 4.4% of 78,000 active. AID 1794793
Numbers without * were called inactive; / = no result given; & = joins results of further samples. How the source made its calls: active means growth percent below 10; inactive means the rest.

SMILES	LOX IMVI	SK-MEL-2	MCF7	MALME-3M	T-47D	MDA-MB-231	HS 578T	BT-549
COc1ccc2nc(NC(=O)c3cc(-c4cc(OC)c(OC)c(OC)c4)n4nc(-c5ccccc5)cc4n3)sc2c1	90	94	103	73	106	93	88	105
S=C(Nc1ccc(Br)cc1)Nc1ccc(Br)cc1	54	85	54	82	36	69	90	/
Cc1cc(SCSc2cc(C)[o+]c(C)c2)cc(C)[o+]1	97	101	96	99	91	88	86	95
COc1ccc(C2NC(=O)Cc3c2sc2c(F)cccc32)c(OC)c1 (stereo unspecified)	94	125	98	84	99	93	/	99
CCOC(=O)c1cnn2c(SC)ncnc12	93	104	90	93	89	103	95	89
O=C1Nc2cc(Cl)c(CCCl)cc2/C1=C/c1ccc(F)cc1	61	/	28	99	62	64	77	95
N=c1c(C(N)=O)cnc2n1CCCCC2	117	100	100	142	112	103	99	123
COc1ccc(/C=N/NC(=O)COc2ccc(NC(=O)Nc3ccc(Cl)cc3)cc2)cc1	/	107	93	91	94	/	/	96
CSc1cccc(NC(=O)NCCN2CCN(c3ccccc3)CC2)c1	100	119	89	104	100	115	94	109
CCC(=O)NC(=O)NC(c1ccccc1)c1ccccc1	101	95	106	97	81	94	97	103
CC1(C)CC(=O)c2cc3c(N)c(C(=O)Nc4ccc(Cl)cc4)sc3nc2C1	109	101	103	119	96	115	109	125
O=C(CCN1CCCCC1)c1ccc([N+](=O)[O-])o1	90	109	87	99	/	110	97	117
CN1CCN(CCCNC(=O)c2ccc(Cl)s2)CC1	98	106	103	94	98	106	106	104
COC(=O)[C@]12CCC(C)(C)C[C@H]1[C@H]1C(=O)C[C@@H]3[C@@]4(C)CCC(=O)C(C)(C)[C@@H]4CC[C@@]3(C)[C@]1(C)CC2	38	78	60	100	57	65	94	81
c1ccc(C(=C(c2ccc(-c3ccccc3)cc2)c2ccc(-c3ccccc3)cc2)c2ccccc2)cc1	101	110	103	109	93	98	108	106
CC1(C)CC[C@]2(CO)CC[C@]3(C)C(=CC[C@@H]4[C@@]5(C)CC[C@H](NCO)C(C)(C)[C@@H]5CC[C@]43C)[C@@H]2C1	/	-38*	-26*	-76*	4.5*	-80*	11	59
Cc1cnc(Cl)nc1Sc1nc(N)nc2nc[nH]c12	82	105	96	92	103	87	123	115
CCOC(=O)Cc1nc(N)n(C(=O)Nc2ccc(Cl)cc2)n1	87	110	/	107	86	85	104	87
COc1ccc(-c2nnc(Cn3cnnc3)o2)cc1	103	/	151	97	110	101	91	105
COc1cccc(/C=N/NC(=O)C[N+](C)(C)C)c1OC	104	119	/	108	110	111	112	118
COc1ccccc1NC(=S)N/C=C(\C#N)C(=O)c1ccc2ccccc2c1	91	107	86	/	92	93	98	79
O=C1CCc2ccc(OCCCCN3CCN(c4cccc(Cl)c4Cl)CC3)cc2N1	62	91	72	78	39	53	/	102
CC(c1cc2ccccc2s1)N(O)C(N)=O (stereo unspecified)	96	113	98	128	100	84	/	85
COC(=O)CN(C(C)=O)c1ccccc1C(=O)OC	105	100	98	104	100	/	94	111
Cc1ccc(Cc2cnc(-n3nnc(C(=O)O)c3C)s2)cc1	89	98	102	104	88	102	92	106
N#Cc1ccc(N)cc1OCCCN1CCCCC1	102	101	104	115	93	93	/	107
O=C(NC(=S)N1CCOCC1)c1ccccc1	104	100	95	98	96	116	97	118
Nc1ncn([C@@H]2O[C@H](CO)[C@@H](O)[C@H]2O)c(=O)n1	-9.9*	-22*	24	/	/	-3.9*	/	/
COc1ccc(-c2nc3sccn3c2-c2ccnc(NCCCNS(=O)(=O)c3ccc(OC)cc3)n2)cc1	27	60	51	60	11	47	88	63
O=C1/C(=C/c2cccc(OCc3ccc(Cl)cc3Cl)c2)N=C2OCCCN12	104	95	76	111	79	106	96	89
CCN(CC)CCC(C)O (stereo unspecified)	100	100	100	98	104	112	150	87
CN1CCN(Cc2ccc(NC(=O)c3cncc(C#Cc4cnc5ccc(N6CCN(C)CC6)nn45)c3)cc2C(F)(F)F)CC1	-93*	56	-76*	68	110	-67*	-23*	73
COc1cc2nc(N3CCC[C@@H](NC(=O)c4ccco4)C3)nc(N)c2cc1OC	83	96	70	40	65	92	/	104
O=[N+]([O-])c1ccc(OCc2ccccc2)c([N+](=O)[O-])c1	100	104	95	92	84	93	/	105
O=C1N=CC2(N=N2)C(=O)N1	/	132	103	96	96	100	78	106
CCCCCCCOc1c(OC)cc(C2CC(=O)Nc3c2c(C)nn3-c2nc3ccccc3[nH]2)cc1OC (stereo unspecified)	-89*	-57*	6.2*	-51*	12	-66*	-20*	6.9*

Compound profiles (already shown):
Results for Nc1ncn([C@@H]2O[C@H](CO)[C@@H](O)[C@H]2O)c(=O)n1 : LOX IMVI: -9.9*; SK-MEL-2: -22*; MCF7: 24; MALME-3M: /; T-47D: /; MDA-MB-231: -3.9*; HS 578T: /; BT-549: /
Results for COc1ccc(-c2nc3sccn3c2-c2ccnc(NCCCNS(=O)(=O)c3ccc(OC)cc3)n2)cc1 : LOX IMVI: 27; SK-MEL-2: 60; MCF7: 51; MALME-3M: 60; T-47D: 11; MDA-MB-231: 47; HS 578T: 88; BT-549: 63

Retrieved by compound from the list above, 5 records:
SMILES	LOX IMVI	SK-MEL-2	MCF7	MALME-3M	T-47D	MDA-MB-231	HS 578T	BT-549
COc1ccc(-c2nc3sccn3c2-c2ccnc(NCCCNS(=O)(=O)c3ccc(OC)cc3)n2)cc1	27	60	51	60	11	47	88	63
Cc1ccc(Cc2cnc(-n3nnc(C(=O)O)c3C)s2)cc1	89	98	102	104	88	102	92	106
O=C(NC(=S)N1CCOCC1)c1ccccc1	104	100	95	98	96	116	97	118
Nc1ncn([C@@H]2O[C@H](CO)[C@@H](O)[C@H]2O)c(=O)n1	-9.9*	-22*	24	/	/	-3.9*	/	/
CCN(CC)CCC(C)O (stereo unspecified)	100	100	100	98	104	112	150	87

Next section:
SMILES	LOX IMVI	SK-MEL-2	MCF7	MALME-3M	T-47D	MDA-MB-231	HS 578T	BT-549
O=C1CC(c2ccc(Cl)cc2)c2ncn(-c3cccc(Cl)c3)c2N1 (stereo unspecified)	47	45	61	53	69	48	53	52
CN1CCC(NC(=O)Nc2ncccc2OCc2ccccc2)CC1	92	98	97	136	66	103	103	90
O=C1NC(=O)C(=Cc2ccc(OCC(=O)N3CCCCC3)cc2)C(=O)N1	98	115	98	112	111	115	99	107
O=C(CCCl)OCCOc1ccccc1	97	104	92	98	96	111	99	116
O=C(CCN1C(=O)CCC1=O)Nc1ncc(Cc2cc(Cl)ccc2Cl)s1	96	110	99	109	97	109	106	107
O=C1C=Cc2ccccc2/C1=C/c1sc(=O)[nH]c1O	78	101	94	98	107	87	101	96
c1ccc(Cc2nn[nH]n2)cc1	101	123	90	104	103	114	103	112
COc1cc(CC(=O)NO)cc(OC)c1OC	103	118	93	/	104	124	100	102
Cc1ccc2c(c1C)C(=O)C(=O)N2	110	104	106	94	/	115	101	106
CCOc1ccc(Nc2nc3ccccc3s2)cc1	89	116	95	130	95	100	108	109
C=C(C)C(=O)O[C@H]1C[C@@]2(C)OC(=CC2=O)/C(C)=C\[C@H]2OC(=O)C(=C)[C@H]12	-59*	-28*	12	6.6*	-0.5*	-33*	22	-9.1*
Cc1ccc2c(c1)-c1nc3nnnn3nc1C(C)(C)O2	110	115	109	134	110	114	118	130
O=C(CCCC(=O)Nc1ccccc1O)Nc1ccc(N2CCN(c3ccccc3)CC2)cc1	100	97	96	103	98	103	89	103
O=C(/C=C/c1ccco1)c1ccc(Nc2nc(N3CCCCC3)nc(N3CCCCC3)n2)cc1	100	104	87	117	96	108	101	108
CC1(C(Cl)(Cl)Cl)C=CC(=O)C(Cl)=C1 (stereo unspecified)	100	86	94	111	99	115	110	105
O=[N+]([O-])c1cccc(/C=C/c2ccc3ccccc3n2)c1	70	68	/	69	80	46	/	74
C/C(=C(/c1ccccc1)c1ccc(OCCN)cc1)c1cccc(O)c1	112	113	109	93	104	96	98	114
C=C1OC(=O)C(=O)N1CC(=O)O	95	102	99	123	104	100	100	125
c1ccc(CCCCc2ccccn2)cc1	107	108	100	159	95	108	103	104
COc1ccc(C(=O)NCCOc2ccc3c(c2)CCCC(=O)N3)cc1	99	106	88	93	96	97	103	114
CC(=O)[C@H]1CC[C@H]2[C@@H]3C[C@H](F)C4=CC(=O)CC[C@]4(C)[C@@]3(F)[C@@H](O)C[C@]12C	100	111	79	103	85	94	109	92
O=C(Nc1ccccc1Br)c1ccc(Cl)cc1Cl	98	100	104	103	98	99	97	103
COc1ccc(NC(=O)Nc2ccc(OCC(=O)N=Nc3c(O)[nH]c4ccc(OC)cc34)cc2)cc1	/	90	73	47	58	16	51	52
COC(=O)C(CC=O)C(=O)C(=O)Nc1cccc(C(F)(F)F)c1 (stereo unspecified)	86	109	104	113	77	90	91	101

An excerpt from above, reduced to HS 578T and SK-MEL-2:
compound | HS 578T | SK-MEL-2
c1ccc(CCCCc2ccccn2)cc1 | 103 | 108
COc1ccc(C(=O)NCCOc2ccc3c(c2)CCCC(=O)N3)cc1 | 103 | 106

Remaining list, next part:
SMILES	LOX IMVI	SK-MEL-2	MCF7	MALME-3M	T-47D	MDA-MB-231	HS 578T	BT-549
O=[N+]([O-])c1ccc2[nH]c(=S)sc2c1	90	110	114	100	100	95	115	102
COc1ccc(OC)c(C(=O)c2ccc([N+](=O)[O-])cc2)c1	86	100	103	/	108	99	105	92
C/C(=N/O)c1ccc(NC(=O)Cn2nc(C(F)(F)F)nc2N)cc1	98	87	97	96	103	106	99	102
Cc1ccccc1[C@H]1C(C(=O)c2ccc(Cl)cc2)C2(N[C@@H]1c1ccccc1)C(=O)Nc1ccc(Br)cc12 (stereo partly specified)	-95*	-11*	-6.6*	45	23	-20*	11	13
CCCSc1nc(-c2ccc(OCc3ccccc3)c(OC)c2)c(C#N)c(=O)[nH]1	108	/	95	96	103	95	104	97
Fc1ccc(-c2cn3ccnc3c(-c3ccc(Cl)cc3)n2)cc1	70	95	43	83	65	62	80	/
CC(=O)OCC(OC(C)=O)C(OC(C)=O)C(CNc1cc(C)c(C)cc1N=Nc1ccc([N+](=O)[O-])cc1)OC(C)=O (stereo unspecified)	93	79	80	116	80	80	87	88
CCN1CCN(C(=O)[C@]23CC[C@@H](C)[C@H](C)[C@H]2C2=CC[C@@H]4[C@@]5(C)C/C(=C/c6cc(C(F)(F)F)cc(C(F)(F)F)c6)C(=O)C(C)(C)[C@@H]5CC[C@@]4(C)[C@]2(C)CC3)CC1	/	110	92	109	91	98	106	110
Cn1c2ccccc2c2nnc(N/N=C/c3ccccn3)nc21	1.3*	51	13	-34*	19	56	54	-24*
CC1=C(C)C(=O)C(Nc2cccc(C(F)(F)F)c2)=C(Cl)C1=O	/	86	35	94	-39*	19	88	121
COc1cc(/C=C2\CCOC2=O)cc(OC)c1OC	108	/	101	107	89	100	89	105
O=C(/C=C/C=C/c1ccccc1)c1ccccc1	89&85	106&94	39&78	91&108	74&90	100&86	110&122	103&106
COC(=O)c1nc(-c2ccccc2)oc1N1CCCCC1	96	80	89	119	83	101	106	90
COC(=O)[C@@H]1CCCN1C(=O)C1=C(C)NC(=S)NC1c1cc(OC)c(OC)c(OC)c1 (stereo partly specified)	105	107	109	110	108	106	105	97
CCCN1C2CCC1/C(=C\c1ccc(OC)cc1)C1=C2[C@@H](c2ccc(OC)cc2)C(C#N)=C(N)O1 (stereo partly specified)	86	90	67	85	67	90	94	94
N#Cc1ccc(C(=O)c2c(N)c(C#N)cn2-c2ccc(Cl)cc2Cl)cc1	103	112	94	88	95	94	107	99

Rewritten with two lines to a compound: entries from further up.
Second line of a record: LOX IMVI | SK-MEL-2 | MCF7 | MALME-3M | T-47D | MDA-MB-231 | HS 578T | BT-549
CCC(=O)NC(=O)NC(c1ccccc1)c1ccccc1
  101 | 95 | 106 | 97 | 81 | 94 | 97 | 103
c1ccc(CCCCc2ccccn2)cc1
  107 | 108 | 100 | 159 | 95 | 108 | 103 | 104
COC(=O)[C@]12CCC(C)(C)C[C@H]1[C@H]1C(=O)C[C@@H]3[C@@]4(C)CCC(=O)C(C)(C)[C@@H]4CC[C@@]3(C)[C@]1(C)CC2
  38 | 78 | 60 | 100 | 57 | 65 | 94 | 81
O=C1Nc2cc(Cl)c(CCCl)cc2/C1=C/c1ccc(F)cc1
  61 | / | 28 | 99 | 62 | 64 | 77 | 95
